LDHA block: qHTS assay for inhibitors of human lactate dehydrogenase; 480,000 tested, 0.15% active; activity change, % (values are at about 110 or 230 µM); purified LDHA, NADH/diaphorase-resazurin fluorescence; hits give low values; in the data active means activity change below about -30%; inconclusive means mostly about -25% to -30%;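 further: plate controls were DMSO wells for no effect and wells without enzyme for full effect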
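LDH5 2 nM; NADH 0.06 mM, pyruvate 0.2 mM; 200 mM Tris pH 7.4, EDTA, Tween-20; 5 min RT. Detection: diaphorase 0.133 mg/mL + resazurin 37 µM, fluorescence ex540/em590 at 0 and 20 min; normalized to enzyme-free and DMSO wells.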
Glioma ERSR ind: qHTS for Inducers of the Endoplasmic Reticulum Stress Response (ERSR) in Human Glioma: qHTS. U87-MG GRP78 promoter luciferase reporter, 16 h. Potency, µM, for the others: top-dose activation, usual class: activators. 420,000 tested, 0.02% active; further: potency means the concentration at half of the fitted maximal effect; series mostly up to about 76 µM; % of control where 0% means no effect; nearly all actives have a fitted effect of over 35% in size
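Stably transfected U87-MG glioma cells carrying a GRP78-based luciferase sensor; 16 h compound incubation. Luminescence end-point read 10 min after Bright-Glo addition at room temperature.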
TrxR1 substrate: qHTS Assay for Substrates of Mammalian Selenoprotein Thioredoxin Reductase 1 (TrxR1): qHTS; purified TrxR1 substrate turnover, NADPH consumption readout; AID 588456, 2011; Thioredoxin reductase 1, cytoplasmic (Rattus norvegicus), O89049; 390,000 tested, 0.01% active; Potency, µM (titrated, usually from 114 µM), without a hit: top-dose activity change, negative = substrate turnover; further: potency means the concentration at half of the fitted maximal effect; on the % scale 0 is the no-effect control and ±100 the full control effect; nearly all actives have a fitted effect of over 50% in size
Target sequence (O89049 whole entry, looked up): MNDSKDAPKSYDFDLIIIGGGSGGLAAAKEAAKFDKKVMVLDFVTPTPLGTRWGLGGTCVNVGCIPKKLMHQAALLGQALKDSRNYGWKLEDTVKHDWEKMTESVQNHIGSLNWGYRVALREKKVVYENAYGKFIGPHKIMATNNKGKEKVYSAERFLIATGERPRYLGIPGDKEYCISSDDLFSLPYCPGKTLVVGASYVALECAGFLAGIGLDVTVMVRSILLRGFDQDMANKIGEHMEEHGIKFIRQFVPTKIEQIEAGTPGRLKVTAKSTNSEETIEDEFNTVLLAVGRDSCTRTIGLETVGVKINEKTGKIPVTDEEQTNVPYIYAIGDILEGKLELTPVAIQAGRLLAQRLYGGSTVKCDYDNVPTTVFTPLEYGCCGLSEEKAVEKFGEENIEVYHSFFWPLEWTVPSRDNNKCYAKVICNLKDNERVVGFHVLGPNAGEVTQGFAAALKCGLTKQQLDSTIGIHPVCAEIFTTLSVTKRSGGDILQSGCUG
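Rat TrxR1, dispensed at 90 nM, was prereduced with 400 uM NADPH (final) for 5 min at ~22 deg C, then incubated with compound 15 min before 400 uM selenite. A first-read NADPH fluorescence drop versus no-compound background flagged substrates.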
Vif-A3G inh: qHTS for Inhibitors of Vif-A3G Interactions: qHTS. Potency, µM (series often up to 46.1 µM), for the others: at the top dose activity, negative = active, actives largely listed as inhibitors. DNA dC->dU-editing enzyme APOBEC-3G (Homo sapiens), Q9HC16. HeLa A3G-eYFP + Vif (tagged APOBEC3G with the HIV-1 protein that degrades it), YFP fluorescence, overnight. 410,000 tested, 0.076% active;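 further: potency means the concentration at half of the fitted maximal effect; on the % scale 0 is the no-effect control and ±100 the full control effect; nearly all actives have a fitted effect of over 60% in size; hits raise eYFP signal because A3G escapes Vif-driven loss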
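Read-out is eYFP fluorescence (Ex 488/Em 500-530) from Vif-expressing HeLa A3G-eYFP cells; more signal means A3G escaped Vif-mediated degradation. Cells plated overnight, compound pinned in, incubated overnight at 37 deg C.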
RGS4 inhibitor: Inhibitors of Regulator of G Protein Signaling (RGS) 4: qHTS; Regulator of G-protein signaling 4 (Homo sapiens), P49798; Transcreener GDP fluorescence polarization, RGS4-accelerated GTP hydrolysis; Potency, µM (titrated, usually from 114 µM), for the others: top-dose activity change, negative = inhibition, usual class: inhibitors; 390,000 tested, 0.039% active; AID 504845, 2011; further: potency means the concentration at half of the fitted maximal effect; on the % scale 0 is the no-effect control and ±100 the full control effect; nearly all actives have a fitted effect of over 75% in size; some results filed as inactive show a strong effect at the top dose
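MLSMR compounds (23 nl, pin-transferred) preincubated 10 min at room temperature with a 500nM (2x) first reagent, then RGS4 at 900nM (2x) plus Transcreener GDP mix added; fluorescence polarization (620/688 nm) read before and after 90 min at 30 °C.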
Vif-A3F inh: qHTS for Inhibitors of Vif-A3F Interactions: qHTS; HeLa A3F-eYFP + Vif (tagged APOBEC3F with the HIV-1 protein that degrades it), YFP fluorescence increase; Potency, µM (titrated, usually from 46.1 µM), for the others: top-dose activity, negative = active; AID 602313, 2012; 390,000 tested, 0.2% active; further: potency means the concentration at half of the fitted maximal effect; % of control where 0% means no effect; nearly all actives have a fitted effect of over 65% in size
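HeLa cells stably expressing A3F-eYFP plus Vif, plated and incubated overnight at 37 deg C, then exposed to compounds overnight at 37 deg C. Blocked degradation read as raised yellow fluorescence (Ex 488/Em 500-530).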
mIDH1 inhibitor: qHTS for Inhibitors of mutant isocitrate dehydrogenase 1 (IDH1): qHTS; Isocitrate dehydrogenase [NADP] cytoplasmic (Homo sapiens), O75874; IDH1-R132H enzyme, NADPH consumption, diaphorase/resazurin fluorescence; Potency, µM (top dose mostly 76.6 µM), inactives show at the top dose activity change, negative = inhibition, hits mostly inhibitors; 390,000 tested, 0.093% active; AID 602179, 2012; further: potency means the concentration at half of the fitted maximal effect; on the % scale 0 is the no-effect control and ±100 the full control effect; nearly all actives have a fitted effect of over 65% in size
Target sequence (O75874 whole entry R132H, stated change not applied): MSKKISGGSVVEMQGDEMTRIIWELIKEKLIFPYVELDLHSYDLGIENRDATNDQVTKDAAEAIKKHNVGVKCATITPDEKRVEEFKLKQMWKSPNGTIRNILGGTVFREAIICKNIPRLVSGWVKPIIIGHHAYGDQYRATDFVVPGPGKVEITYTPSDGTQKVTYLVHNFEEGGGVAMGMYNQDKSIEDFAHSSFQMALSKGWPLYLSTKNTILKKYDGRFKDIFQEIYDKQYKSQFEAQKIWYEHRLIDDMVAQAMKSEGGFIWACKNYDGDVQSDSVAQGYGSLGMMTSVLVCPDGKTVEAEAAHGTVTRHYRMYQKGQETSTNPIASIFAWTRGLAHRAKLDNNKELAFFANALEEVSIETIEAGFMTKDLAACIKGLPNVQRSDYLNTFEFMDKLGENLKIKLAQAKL
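IDH1-R132H (0.5 ug/mL) preincubated 30 min with compound, then NADPH (0.016 mM) and alpha-KG (2 mM) added; 80 min at RT, pH 7.5. Remaining NADPH coupled via diaphorase/resazurin to fluorescence (540/590 nm); concentration-response curves normalized to no-enzyme control.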
USP1 inh: Inhibitors of USP1/UAF1: Primary Screen | Potency, µM (top dose mostly 57.1 µM), inactives show at the top dose activity change, negative = inhibition, most hits filed as inhibitors | AID 743255, 2014 | 390,000 tested, 0.23% active | recombinant USP1/UAF1, Ub-Rhodamine cleavage fluorescence; further: potency means the concentration at half of the fitted maximal effect; on the % scale 0 is the no-effect control and ±100 the full control effect; nearly all actives have a fitted effect of over 60% in size; inactives centre near -12
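High-throughput fluorogenic screen: 1nM USP1/UAF1 complex, Ub-Rho substrate 150nM final, 50mM HEPES pH 7.8 with 0.5mM EDTA, 0.1 mg/ml BSA, 1mM TCEP and 0.01% Tween-20.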
rTrxR1 inhibitor: qHTS Assay for Inhibitors of Mammalian Selenoprotein Thioredoxin Reductase 1 (TrxR1): qHTS. Thioredoxin reductase 1, cytoplasmic (Rattus norvegicus), O89049. recombinant rTrxR1, NADPH fluorescence consumption, selenite substrate. Potency, µM (series often up to 114 µM), inactives show at the highest dose activity change, negative = inhibition, actives largely listed as inhibitors. 390,000 tested, 1% active. AID 588453, 2011; further: potency means the concentration at half of the fitted maximal effect; on the % scale 0 is the no-effect control and ±100 the full control effect; nearly all actives have a fitted effect of over 65% in size
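Rat TrxR1 (90 nM in the dispensed reagent) was pre-reduced with 400 uM NADPH for 5 min at room temperature, then incubated with compound for 15 min. After 400 uM selenite was added, NADPH fluorescence (Ex 340/Em 450 nm) was followed for 8 min.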
* marks the source's active call; other numbers are inactive results; ? = inconclusive; . = not tested or not shown; & = joins results of further samples; [ ] = remark or other dose. Unless noted, the call rests on the fitted dose curve; in most records, active means well fitted curve in the direction sought with a large enough effect; inconclusive means small, poorly fitted or top-dose-only effect, or another doubt; inactive means no such curve, though single readings can be large; an effect the other way counts as inactive or inconclusive. These rows are one share of the data, so the mix of outcomes need not match the whole.

molecule | LDHA block | Glioma ERSR ind | TrxR1 substrate | Vif-A3G inh | RGS4 inhibitor | Vif-A3F inh | mIDH1 inhibitor | USP1 inh | rTrxR1 inhibitor
CC(=O)c1sc(NC(=O)CCNC(=O)c2ccco2)nc1-c1ccccc1 | -12.0 | 2.5% | -19.6% | -8.9% | -9.1% | -6.4% | 0.0% | -7.0% | -17.7%
COC(=O)CSc1nnc(COc2ccc3ccccc3c2)o1 | -7.5 | -5.7% | -4.4% | 0.2% | -22.7% | 7.1% | -1.0% | -18.0% | 8.7%
COC(=O)c1ccc[n+](CCc2c[nH]c3ccccc23)c1 | 0.6 | -0.7% | -2.1% | -1.7% | -7.8% | 8.1% | 12.5% | -5.3% | 6.4%
COc1cccc(NC(=O)C2C3CCC4C(CCC32)C4(Cl)Cl)c1 (stereo unspecified) | -5.2 | 7.3% | -8.1% | -0.4% | -2.5% | -12.8% | 1.4% | -20.8% | -20.8%
CN1CCN(c2ccc(NC(=O)COc3ccc(Cl)cc3Cl)cc2)CC1 | -8.8 | 0.7% | 2.3% | 1.0% | -26.4% | -11.0% | 6.6% | -13.8% | 7.7%
CCOC(=O)N1CCN(C(=O)CSc2nnc(Cc3ccccc3)o2)CC1 | 1.4 | -5.8% | -9.7%[57.1 µM] | -0.5% | -11.5% | -5.3% | 8.2% | -15.9% | 3.2%[57.1 µM]
CCc1nc2ccccc2n1CCC(=O)O | -10.8 | -2.9% | 10.5% | 0.1% | 35.1% | -3.4% | 9.2% | ? | 18.8%
CCn1nc(C(=O)N2CCc3ccccc32)c2ccccc2c1=O | -5.0&5.7 | -4.8% | -3.7% | 2.9% | 15.1% | 0.7% | 3.2% | -3.6% | 1.5%
Cc1ccc(C(=O)NC2CCCCCCC2)cc1S(=O)(=O)N1CCOCC1 | -1.8 | 8.8% | -2.6% | 3.8% | -20.5% | 7.0% | 3.8% | -10.0% | 3.3%
O=C(Nc1ccccc1)O[C@@H]1C[C@H]2CCC(=O)N3CC[C@@H](C1)[C@@H]23 | . | 1.6% | -1.4% | -2.5% | . | . | . | . | -2.1%
N#C/C(=C/c1ccc2c(c1)OCO2)C(=O)NCCc1c[nH]c2ccccc12 | 1.5 | -3.4% | -5.4% | -0.9% | -33.9% | -9.2% | 0.0% | ? | -11.9%
Cc1cnc(C(=O)NC(Cc2ccccc2)c2ccccc2)cn1 (stereo unspecified) | -3.2 | 0.2% | 11.8% | -0.6% | 15.7% | 3.3% | 12.6% | -20.5% | 19.2%
CC(C)n1nc(C(=O)Oc2ccc(Cl)cc2)c2ccccc2c1=O | -2.9 | -1.5% | -7.7% | -0.6% | 2.0% | -14.0% | 2.3% | -14.5% | -9.7%
CC1CCN(CC2CCN(C(=O)NCc3ccc(F)cc3)CC2)CC1 | -3.8 | -2.4% | -1.2%[57.1 µM] | -2.8% | -1.0% | 5.2% | -10.5% | ? | 6.7%[57.1 µM]
O=C(Cn1cccn1)N1CCCC(Nc2ccc(F)c(F)c2)C1 (stereo unspecified) | 5.0 | -2.6% | -6.8% | 0.7% | -4.3% | 9.1% | 9.8% | -16.1% | -10.6%
COc1ccc(NC(=S)N/N=C/c2cccn2Cc2ccccc2F)cc1 | -1.4 | 1.9% | -3.8%[57.1 µM] | -0.7% | -38.3% | -5.3% | -3.9% | -7.0% | 15.5%[57.1 µM]
CC(C)n1c(SCC(=O)N2CCCCC2)nc2c1c(=O)n(C)c(=O)n2C | -5.1 | -2.7% | 2.0%[57.1 µM] | -0.9% | 12.7% | -35.7% | -7.6% | -21.3% | -1.4%[57.1 µM]
C=CCNC(=O)c1onc(CSc2cccc(Cl)c2)c1C(=O)O | -2.9 | -2.0% | 1.2% | -7.2% | -8.0% | -1.3% | -1.6% | -17.1% | 4.6%
O=C(O)CCC(=O)NNc1ccccc1[N+](=O)[O-] | -7.1 | -4.1% | -6.1% | 1.3% | -27.1% | 9.3% | 5.2% | -7.3% | -11.1%
CC(=O)Nc1cccc(C(=O)NCC2(N3CCCCC3)CCCCC2)c1 | -4.6 | 0.6% | -0.8%[57.1 µM] | -1.5% | -33.8% | 5.7% | 0.6% | -0.1% | 17.5%[57.1 µM]
Cc1ccc2[nH]c(=O)c(CN(Cc3cccs3)C(=S)NCc3ccco3)cc2c1 | -4.0 | -0.1% | 6.8% | -3.4% | -28.1% | -0.1% | 4.6% | -13.3% | 13.0%[57.1 µM]
COc1ccccc1N1CCN(CCCCOc2c(OC)cccc2OC)CC1 | -17.7 | -5.6% | -2.1% | -4.9% | 6.7% | -7.9% | -1.7% | -27.1% | 7.2%
Cc1ccc(NC(=O)CC2NCCN(Cc3ccccc3)C2=O)cc1 (stereo unspecified) | -0.9 | -1.7% | -15.5%[57.1 µM] | 1.3% | -18.6% | 2.3% | 4.1% | -11.4% | 19.1%[57.1 µM]
Cc1ccc(C)c(CN2C(=O)c3ccccc3S(=O)(=O)c3ccc(C(=O)Nc4cc(F)ccc4F)cc32)c1 | -5.8 | -1.8% | -6.7% | -1.0% | 21.9% | -0.5% | -8.9% | -19.5% | -4.7%
O=C(CSc1nnc(-c2ccncc2)n1-c1ccccc1)Nc1ccc(Br)cc1 | 1.8 | -3.6% | -4.6%[57.1 µM] | 0.5% | 21.3% | -10.0% | 6.0% | -14.7% | 21.6%[57.1 µM]
COC(=O)CCC/C=C1/SCC(NC(=O)c2ccccc2)/C1=N/O (stereo unspecified) | -2.9 | -1.0% | 2.1%[11.4 µM] | -4.6% | -3.6% | 0.3% | 17.8% | 17.5% | -10.9%[11.4 µM]
O=C(N1CCOCC1)N(Cc1ccco1)CC1CCCO1 (stereo unspecified) | -5.4 | -2.7% | 8.5%[57.1 µM] | 0.1% | 4.9% | 0.6% | -3.1% | -11.3% | -3.3%[57.1 µM]
COc1cc(C(=O)OCC(=O)N(CC(C)C)C2CCS(=O)(=O)C2)cc(OC)c1C (stereo unspecified) | 1.0 | -5.5% | -2.4% | 0.4% | -5.6% | 0.1% | 4.5% | -22.0% | -12.1%
COc1ccc(NS(=O)(=O)c2ccc(-c3coc(C)n3)cc2)cc1 | -0.7 | -3.1% | -10.2% | -2.7% | 7.8% | -2.4% | 0.0% | 0.6% | -9.0%
C#CC1(NC(=O)NC(C)C)CCCCC1 | 1.2 | -7.1% | -0.3% | 0.4% | -15.3% | 0.0% | 11.7% | -16.9% | 23.2%
COc1cc(C#N)c(NS(=O)(=O)c2ccc3[nH]c(=O)sc3c2)cc1OC | -7.3 | -3.5% | -6.9% | 1.2% | 20.0% | 2.4% | -1.9% | -14.5% | 16.6%
CCCCn1nc2cc(C(=O)NCc3ccc(OC)cc3)ccc2c1OCC | -1.8 | -5.7% | 46.3%[activator] | -10.0% | -4.1% | -0.1% | 2.3% | -21.0% | 2.1%
CCCCCCC(=O)NNC(=O)c1c(O)c2ccccc2n(CC)c1=O | 3.8 | ? | -10.7% | -0.9% | -4.9% | 14.2% | 0.0% | -10.2% | -16.2%
O=C(NC1CCSC1=O)c1cccc(Cl)c1 (stereo unspecified) | -2.6 | -3.9% | 3.9%[57.1 µM] | 3.0% | 15.7% | 13.3% | -2.4% | -16.4% | 17.6%[57.1 µM]
CC(=O)CSc1nnc2cc(C)c3cc(C)cc(C)c3n12 | -8.9 | -2.0% | -5.2% | 1.2% | 14.1% | -0.4% | -3.4% | -23.6% | -6.0%
COC(=O)c1cc(NC(=O)CN(C)C2CCS(=O)(=O)C2)cc(C(=O)OC)c1 (stereo unspecified) | ? | -1.1% | -8.4% | 1.5% | 9.2% | -8.4% | 2.8% | 1.9% | -7.3%
O=C(CCNC(=O)C1CCN(S(=O)(=O)c2ccc(F)cc2)CC1)Nc1nccs1 | -3.7 | 1.9% | 2.3% | 2.8% | 36.4% | -6.7% | -6.3% | -6.1% | 22.2%
Cc1ccc(-c2cc(C(=O)NCc3ccco3)no2)cc1 | -4.3 | 3.7% | 5.5%[57.1 µM] | 0.2% | 10.1% | -0.5% | 5.3% | -7.7% | -6.0%[57.1 µM]
COC(=O)C(C)Sc1nc2c(cnn2-c2ccccc2)c(=O)[nH]1 (stereo unspecified) | -2.0 | -1.9% | 3.2%[57.1 µM] | -0.5% | 17.8% | 0.5% | -2.6% | 9.1% | 6.6%[57.1 µM]
O=C(C1=C(O)C(=O)N(CCN2CCOCC2)C1c1ccncc1)c1ccco1 (stereo unspecified) | 0.0 | -0.4% | -2.6% | -1.5% | 8.4% | -3.5% | 5.4% | -20.7% | -26.8%
